High-throughput results deposited in PubChem by National Center for Advancing Translational Sciences (NCATS).
GCN5L2 inh: blocks human GCN5L2 histone acetyltransferase; Potency, µM (series often up to 58.9 µM), inactives show at the top dose activity change, negative = inhibition, actives largely listed as inhibitors; GCN5L2 HAT assay, ThioGlo1 CoA-SH fluorescence; Q92830; AID 504327; 390,000 tested, 0.21% active
Target sequence (Q92830 whole entry, looked up): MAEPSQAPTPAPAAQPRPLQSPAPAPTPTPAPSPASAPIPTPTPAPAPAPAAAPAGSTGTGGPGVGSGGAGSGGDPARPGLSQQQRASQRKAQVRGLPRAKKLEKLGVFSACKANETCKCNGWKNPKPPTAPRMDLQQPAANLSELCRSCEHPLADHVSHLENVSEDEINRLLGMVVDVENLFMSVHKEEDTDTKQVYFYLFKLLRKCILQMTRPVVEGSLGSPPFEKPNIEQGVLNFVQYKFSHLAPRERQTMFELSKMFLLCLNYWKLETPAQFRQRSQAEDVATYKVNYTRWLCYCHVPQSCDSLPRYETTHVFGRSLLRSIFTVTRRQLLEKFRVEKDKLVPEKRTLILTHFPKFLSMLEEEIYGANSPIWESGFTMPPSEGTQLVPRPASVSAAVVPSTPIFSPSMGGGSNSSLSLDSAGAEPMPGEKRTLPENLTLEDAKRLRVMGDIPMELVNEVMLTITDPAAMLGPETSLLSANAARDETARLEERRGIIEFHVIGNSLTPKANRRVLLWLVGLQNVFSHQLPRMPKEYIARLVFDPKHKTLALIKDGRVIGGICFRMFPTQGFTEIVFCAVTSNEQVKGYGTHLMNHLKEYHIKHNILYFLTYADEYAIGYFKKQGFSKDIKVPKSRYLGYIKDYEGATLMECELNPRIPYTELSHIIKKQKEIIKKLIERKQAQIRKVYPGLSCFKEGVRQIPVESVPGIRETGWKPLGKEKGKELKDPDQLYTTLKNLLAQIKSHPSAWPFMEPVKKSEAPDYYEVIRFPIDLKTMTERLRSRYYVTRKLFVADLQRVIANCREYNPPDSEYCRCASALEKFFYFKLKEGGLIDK
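Enzyme at 20nM final was mixed with library compounds for 15 min at room temperature. Peptide H3(1-25) at 75uM, acetyl-CoA at 70uM and ThioGlo1 at 50uM were then added. Plates were read immediately and after 20 min (Ex340nm/Em540nm).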
FEN1 inh: human FEN1 inhibition; Potency, µM (titrated, usually from 114 µM), without a hit: at the top dose activity change, negative = inhibition, actives largely listed as inhibitors; 390,000 tested, 0.35% active; Recombinant FEN1 flap cleavage, fluorescence, 15 min; AID 588795; further: nearly all actives have a fitted effect of over 65% in size
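Concentration–response screening of FEN1 (10 nM): 15 min compound preincubation at room temperature, reaction started with 50 nM substrate and read at 0 and 15 min. Corrected, normalized data were fitted by a four-parameter Hill equation.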
DT40 TDP1 CPT: growth inhibition of DT40 Tdp1-/-;hTDP1 cells with camptothecin (screen for TDP1 inhibitors). chicken DT40 Tdp1-/-;hTDP1 cells + 20 nM CPT, ATP luminescence, 48 h. AID 686979. Potency, µM (highest dose often 46.2 µM), for inactives: top-dose activity change, negative = growth inhibition, usual class: inhibitors. 420,000 tested, 12% active; further: nearly all actives have a fitted effect of over 55% in size
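Chicken DT40 Tdp1-/- cells stably complemented with human TDP1 were seeded at 400 cells/well in medium containing 20 nM camptothecin, exposed to pin-transferred compounds, and grown at 37 °C for at least 48 hr. Viability was read as ATP luminescence.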
An asterisk follows results filed as active; [ ] = another dose, or the depositor's remark. The call rests on the fitted dose curve; in most records, active means well fitted curve in the direction sought with a large enough effect; inconclusive means small, poorly fitted or top-dose-only effect, or another doubt; inactive means no such curve, though single readings can be large; an effect the other way counts as inactive or inconclusive. On the % scale 0 is the no-effect control and ±100 the full control effect; potency means the concentration at half of the fitted maximal effect. Some of the compounds tested. The share of hits here may be higher or lower than overall.

Results for CCC1=C(OC(=O)N(CC)CC)N2C(=O)OC(=NCc3ccccc3)[C@]2(C)[C@H]2C1=CC[C@H]1C(=O)N(CC)C(=O)[C@H]12 ?
GCN5L2 inh: -13%; FEN1 inh: 10%; DT40 TDP1 CPT: -29%

What do the screens show for `Cc1nc(N/N=C/c2ccc(O)cc2O)cc(N2CCOCC2)n1`?
GCN5L2 inh: -3%; FEN1 inh: inconclusive; DT40 TDP1 CPT: inconclusive

Results for CCc1ccc(S(=O)(=O)NC(CC(=O)O)c2ccccc2)cc1 (stereo unspecified) ?
GCN5L2 inh: -5%; FEN1 inh: -14%; DT40 TDP1 CPT: 0%

What do the screens show for `CCn1ncc(/C=C/C(=O)Nc2c(C)nn(Cc3ccc(Cl)cc3Cl)c2C)c1C`?
GCN5L2 inh: 15%; FEN1 inh: -3%; DT40 TDP1 CPT: 15µM*

Results for CCOc1ccc(S(=O)(=O)NCCC(=O)NCc2ccncc2)cc1 ?
GCN5L2 inh: 0%; FEN1 inh: 6%; DT40 TDP1 CPT: -1%

What do the screens show for `Cc1ccc(SCCC(=O)N/N=C/c2cccnc2)cc1`?
GCN5L2 inh: 0%; FEN1 inh: -17%; DT40 TDP1 CPT: inconclusive

How did CCCCN(CCCC)S(=O)(=O)c1ccc(SCC(=O)OCC)c([N+](=O)[O-])c1 do in these assays?
GCN5L2 inh: -9%; FEN1 inh: -18%; DT40 TDP1 CPT: inconclusive

How did COc1cc(C(=O)Nc2ccc(NC(=O)C(C)C)nc2)cc(OC)c1OC do in these assays?
GCN5L2 inh: -10%; FEN1 inh: -2%; DT40 TDP1 CPT: -20%

Results for CCN1CCN(c2ccc(S(=O)(=O)N3CCOCC3)cc2NC(=O)CC(C)C)CC1 ?
GCN5L2 inh: 4%; FEN1 inh: 19%; DT40 TDP1 CPT: 3%

What do the screens show for `CN(C(=O)COC(=O)c1ccc2ccccc2n1)C1CCCCC1`?
GCN5L2 inh: -6%; FEN1 inh: -2%; DT40 TDP1 CPT: 0%

How did Cc1ccc(NS(=O)(=O)c2ccc(Br)cc2)nc1 do in these assays?
GCN5L2 inh: -4%; FEN1 inh: 15%; DT40 TDP1 CPT: -17%

Results for COc1ccc(CCNC(=O)CSc2c[nH]c3ccccc23)cc1OC ?
GCN5L2 inh: -7%; FEN1 inh: -8%; DT40 TDP1 CPT: inconclusive

Next section, starting with the last two of the part before.
How did Cc1ccc(NS(=O)(=O)c2ccc(Br)cc2)nc1 do in these assays?
GCN5L2 inh: -4%; FEN1 inh: 15%; DT40 TDP1 CPT: -17%

Results for COc1ccc(CCNC(=O)CSc2c[nH]c3ccccc23)cc1OC ?
GCN5L2 inh: -7%; FEN1 inh: -8%; DT40 TDP1 CPT: inconclusive

Results for O=C(Nc1cnc(N2CCC(N3CCCCC3)CC2)c(C(=O)O)c1)c1ccc(Br)cc1 ?
GCN5L2 inh: -9%; FEN1 inh: 15%; DT40 TDP1 CPT: 1%

How did COCCn1ccc2c(OCC(=O)Nc3ccccc3OC)cccc2c1=O do in these assays?
GCN5L2 inh: 1%; FEN1 inh: -27%; DT40 TDP1 CPT: 18µM*

What do the screens show for `Cc1ccc(C2CC(c3ccccc3)=NN2C(=O)CSc2nnc(-c3ccc(Cl)cc3)o2)o1` (stereo unspecified)?
FEN1 inh: 12%; DT40 TDP1 CPT: inconclusive

What do the screens show for `CCC(CC)C(=O)Nc1nnc(CCc2ccccc2)s1`?
GCN5L2 inh: -4%; FEN1 inh: -2%; DT40 TDP1 CPT: 2%

Results for CCCCC(=O)Nc1nnc(S(=O)(=O)N(CC)c2cc(C)cc(C)c2)s1 ?
GCN5L2 inh: -2%; FEN1 inh: 2%; DT40 TDP1 CPT: inconclusive

Results for O=C(c1ccc(F)cc1)C1CCN(C(=O)c2ccccc2)CC1 ?
GCN5L2 inh: 2%; FEN1 inh: 0%; DT40 TDP1 CPT: -1%

What do the screens show for `Cc1ccc(C)c(N2CCN(C(=O)C3CCN(c4nc5ccc(C)cc5[nH]4)CC3)CC2)c1`?
GCN5L2 inh: -8%; FEN1 inh: 5%; DT40 TDP1 CPT: 4.1µM*

What do the screens show for `C=CCOc1ccc(/C=N\NC(N)=S)cc1`?
GCN5L2 inh: -1%; FEN1 inh: 1%; DT40 TDP1 CPT: inconclusive

Results for COc1ccccc1NS(=O)(=O)c1cc(NC(=O)c2cnccn2)ccc1N1CCOCC1 ?
GCN5L2 inh: -11%; FEN1 inh: 10%; DT40 TDP1 CPT: -17%

Results for CCC(=NNC(=O)c1cccc(S(=O)(=O)N2CCOCC2)c1)c1ccccc1 ?
GCN5L2 inh: -1%; FEN1 inh: 3%; DT40 TDP1 CPT: 2%

What do the screens show for `CCOC(=O)N1C2=NC(C(=O)OC)=C(C(=O)OC)[C@@H]3N(C)c4ccc(OC)cc4[C@]23C[C@H]1C(=O)OC`?
FEN1 inh: 1%; DT40 TDP1 CPT: inconclusive

How did CCn1c(SCC(=O)N/N=C/C=C\c2ccccc2[N+](=O)[O-])nnc1-c1ccccc1 do in these assays?
GCN5L2 inh: -5%; FEN1 inh: 1%; DT40 TDP1 CPT: 3%

Random excerpt: 2 records from the list
Results for O=C(c1ccc(F)cc1)C1CCN(C(=O)c2ccccc2)CC1 ?
GCN5L2 inh: 2%; FEN1 inh: 0%; DT40 TDP1 CPT: -1%

What do the screens show for `CCC(CC)C(=O)Nc1nnc(CCc2ccccc2)s1`?
GCN5L2 inh: -4%; FEN1 inh: -2%; DT40 TDP1 CPT: 2%

(continued)
Results for COc1ccc(Cl)cc1-n1c(N)c(C(N)=O)sc1=S ?
GCN5L2 inh: -2%; FEN1 inh: -2%; DT40 TDP1 CPT: 16µM*

How did COc1ccc(CCNC(=O)CCNS(=O)(=O)c2cccc3nonc23)cc1OC do in these assays?
GCN5L2 inh: -7%; FEN1 inh: -6%; DT40 TDP1 CPT: 2%

Results for CC1(C(=O)O)CCC(C(=O)Nc2ccccc2O)C1(C)C (stereo unspecified) ?
GCN5L2 inh: -19%[0.501 µM]; FEN1 inh: 1%; DT40 TDP1 CPT: -17%

Results for Cc1nnc(NC(=O)CCNC(=O)c2ccccc2Cl)s1 ?
GCN5L2 inh: -3%; FEN1 inh: -1%; DT40 TDP1 CPT: 6%

What do the screens show for `Cc1ccc(NC(=O)Cn2nc([N+](=O)[O-])c(Br)c2C)cc1C`?
GCN5L2 inh: -6%; FEN1 inh: 3%; DT40 TDP1 CPT: -15%

What do the screens show for `COc1cc(CC2C(=O)OCC2C(=O)c2ccc3c(c2)OCO3)cc(OC)c1OC` (stereo unspecified)?
FEN1 inh: 1%; DT40 TDP1 CPT: 1%

Results for COC(=O)[C@]1(C)N[C@H](CN(C)S(=O)(=O)c2ccccc2)[C@@H]2C(=O)N(C)C(=O)[C@@H]21 ?
GCN5L2 inh: -2%; FEN1 inh: -4%; DT40 TDP1 CPT: -15%

How did O=C(CN1C2CCC1CC(NC(=O)NC1CCCCC1)C2)NC1CC1 (stereo unspecified) do in these assays?
GCN5L2 inh: -1%; FEN1 inh: -5%; DT40 TDP1 CPT: -22%

How did Cn1c(=O)n(CC(=O)Nc2ccccc2)c2ccccc21 do in these assays?
GCN5L2 inh: -3%; FEN1 inh: 7%; DT40 TDP1 CPT: -16%

What do the screens show for `COc1ccc(C(=O)CSc2c(C(C)C)cnc3c2c(=O)n(C)c(=O)n3C)cc1`?
GCN5L2 inh: -1%; FEN1 inh: 4%; DT40 TDP1 CPT: 16µM*

Results for Cc1ccc(S(=O)(=O)N(C)C)cc1NC(=O)CSc1ncn[nH]1 ?
GCN5L2 inh: -1%; FEN1 inh: 4%; DT40 TDP1 CPT: -3%

What do the screens show for `CCN(CC(=O)Nc1ccccc1OC)C(=O)CC1CCCC1`?
GCN5L2 inh: -1%; FEN1 inh: 8%; DT40 TDP1 CPT: -13%

Results for CC(C)(C)c1ccc(C(=O)NCCN2CCCC2)cc1 ?
GCN5L2 inh: 4%; FEN1 inh: 20%; DT40 TDP1 CPT: 1%

How did COc1cc(/C=C(\C#N)c2ccccn2)ccc1OCc1ccccc1Cl do in these assays?
GCN5L2 inh: -16%; FEN1 inh: 15%; DT40 TDP1 CPT: 15µM*

Results for COc1ccc(C(CC(=O)Nc2ccc(C)c(C)c2)N2Cc3ccccc3C2=O)cc1OC (stereo unspecified) ?
GCN5L2 inh: 0%; FEN1 inh: -14%; DT40 TDP1 CPT: 15µM*

Results for COc1cc(OC)c(OC)cc1/C=N/Nc1nc2ccccc2[nH]1 ?
GCN5L2 inh: inconclusive; FEN1 inh: 22%; DT40 TDP1 CPT: 3%

How did O=S(=O)([N-]c1nc2ccccc2nc1-n1cc[n+](Cc2ccccc2)c1)c1ccc(Br)cc1 do in these assays?
GCN5L2 inh: -3%; FEN1 inh: -1%; DT40 TDP1 CPT: -16%

How did CCOC(=O)C1=C(C)NC2=C(C(=O)CC(c3ccc(OC)c(OC)c3)C2)C1c1ccc(C)o1 (stereo unspecified) do in these assays?
GCN5L2 inh: -5%; FEN1 inh: -16%; DT40 TDP1 CPT: inconclusive

What do the screens show for `O=C(NCCc1ccccc1)c1ccc(=O)oc1`?
GCN5L2 inh: -7%; FEN1 inh: -2%; DT40 TDP1 CPT: -15%

How did COC(=O)c1cccc(NC(=O)CN2C(=O)c3ccccc3C2=O)c1 do in these assays?
GCN5L2 inh: 1%; FEN1 inh: 2%; DT40 TDP1 CPT: 4%

What do the screens show for `O=C(N/N=C/c1ccco1)c1cc(-c2cccs2)[nH]n1`?
GCN5L2 inh: 4%; FEN1 inh: -6%; DT40 TDP1 CPT: -17%

How did CCn1c(=O)n(CC)c2cc(N3CCCC3)c(NC(=O)c3ccc(F)cc3)cc21 do in these assays?
GCN5L2 inh: -3%; FEN1 inh: 7%; DT40 TDP1 CPT: 23µM*

How did Cc1ccccc1OCCn1cc(C(=S)N2CCCC2)c2ccccc21 do in these assays?
FEN1 inh: 5%; DT40 TDP1 CPT: inconclusive

How did COc1ccc(CNC(=O)c2ccccc2NS(C)(=O)=O)cc1 do in these assays?
GCN5L2 inh: -2%; FEN1 inh: -10%; DT40 TDP1 CPT: -4%

The closing 4 compounds of the part above are carried over, then new ones follow:
What do the screens show for `O=C(N/N=C/c1ccco1)c1cc(-c2cccs2)[nH]n1`?
GCN5L2 inh: 4%; FEN1 inh: -6%; DT40 TDP1 CPT: -17%

How did CCn1c(=O)n(CC)c2cc(N3CCCC3)c(NC(=O)c3ccc(F)cc3)cc21 do in these assays?
GCN5L2 inh: -3%; FEN1 inh: 7%; DT40 TDP1 CPT: 23µM*

How did Cc1ccccc1OCCn1cc(C(=S)N2CCCC2)c2ccccc21 do in these assays?
FEN1 inh: 5%; DT40 TDP1 CPT: inconclusive

How did COc1ccc(CNC(=O)c2ccccc2NS(C)(=O)=O)cc1 do in these assays?
GCN5L2 inh: -2%; FEN1 inh: -10%; DT40 TDP1 CPT: -4%

How did Nc1nc(N2CCCCC2)c(C=O)c(N2CCCCC2)n1 do in these assays?
GCN5L2 inh: -14%; FEN1 inh: 1%; DT40 TDP1 CPT: 3%

What do the screens show for `Cc1cc(C)c(OCCCCn2cnc3ccccc3c2=O)c(C)c1`?
GCN5L2 inh: 2%; FEN1 inh: 2%; DT40 TDP1 CPT: inconclusive

How did CC1CC(C)CN(CC(=O)Nc2ccc(S(N)(=O)=O)cc2)C1 (stereo unspecified) do in these assays?
GCN5L2 inh: -1%; FEN1 inh: -2%; DT40 TDP1 CPT: 5%

How did CN(C)c1ncc2nc(-c3ccc(Cl)cc3)c(=O)n(-c3ccccc3)c2n1 do in these assays?
GCN5L2 inh: -6%; DT40 TDP1 CPT: -3%

Results for CC(C)CCNC(=O)C(c1ccc(O)cc1)N(C(=O)C1COc2ccccc2O1)c1cccc(O)c1 (stereo unspecified) ?
GCN5L2 inh: -5%; FEN1 inh: -8%; DT40 TDP1 CPT: inconclusive

What do the screens show for `COc1ccc(OC)c(NC(=O)C2CCN(S(C)(=O)=O)CC2)c1`?
GCN5L2 inh: -3%; FEN1 inh: -9%; DT40 TDP1 CPT: 6%

Results for Cc1cc(N2CCCC2=O)ccc1S(=O)(=O)NC1CCCCC1 ?
GCN5L2 inh: 2%; FEN1 inh: -2%; DT40 TDP1 CPT: inconclusive

How did CCC(C)NC(=S)Nc1ccc2nc(N3CCN(CC)CC3)cc(C)c2c1 (stereo unspecified) do in these assays?
GCN5L2 inh: -1%; FEN1 inh: -3%; DT40 TDP1 CPT: inconclusive

What do the screens show for `COc1ccccc1C1CCN(C(=O)c2ccc(Cl)cc2)CC1`?
GCN5L2 inh: inconclusive; FEN1 inh: 5%; DT40 TDP1 CPT: -26%

What do the screens show for `Cc1cccc(NC(=O)C2CC(O)CN2C(=O)Oc2ccccc2)c1` (stereo unspecified)?
GCN5L2 inh: -3%; FEN1 inh: 1%; DT40 TDP1 CPT: 15%
